From PubChem
CXCR6 block – blocks human CXCR6 beta-arrestin recruitment; O00574; CHO-K1 PathHunter CXCR6 beta-arrestin, luminescence; inhibition, % at 20 µM; 0.36% of 360,000 active; AID 602244; in the data active = inhibition above about 34%, passing the limit was not always enough;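 also: antagonist mode with CXCL16 agonist at 10 nM final; 0% = 10 nM CXCL16 with DMSO and 100% = unstimulated wells without agonist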
Target sequence (O00574 whole entry, looked up): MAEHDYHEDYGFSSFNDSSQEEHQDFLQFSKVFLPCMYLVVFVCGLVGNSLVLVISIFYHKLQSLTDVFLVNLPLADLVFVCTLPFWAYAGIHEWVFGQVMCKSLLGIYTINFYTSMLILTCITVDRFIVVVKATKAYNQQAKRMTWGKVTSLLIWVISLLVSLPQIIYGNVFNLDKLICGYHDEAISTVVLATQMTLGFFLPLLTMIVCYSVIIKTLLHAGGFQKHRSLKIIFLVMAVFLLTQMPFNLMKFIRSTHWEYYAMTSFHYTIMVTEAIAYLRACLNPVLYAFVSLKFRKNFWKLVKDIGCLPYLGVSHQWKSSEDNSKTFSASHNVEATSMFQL
EBI2 block – EBI2 (human) antagonism | P32249 | 0.81% of 360,000 active | EBI2 beta-arrestin recruitment, luminescence, 7a,25-OHC stimulated | AID 651636 | inhibition, % at 5 µM; in the data active = inhibition above about 38%;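 also: enzyme fragment complementation signal reports receptor beta-arrestin coupling in cells; 0% = agonist plus DMSO wells and 100% = wells without agonist; some results beyond the cut were filed as inactive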
Target sequence (P32249 whole entry, looked up, the tested form may be a part): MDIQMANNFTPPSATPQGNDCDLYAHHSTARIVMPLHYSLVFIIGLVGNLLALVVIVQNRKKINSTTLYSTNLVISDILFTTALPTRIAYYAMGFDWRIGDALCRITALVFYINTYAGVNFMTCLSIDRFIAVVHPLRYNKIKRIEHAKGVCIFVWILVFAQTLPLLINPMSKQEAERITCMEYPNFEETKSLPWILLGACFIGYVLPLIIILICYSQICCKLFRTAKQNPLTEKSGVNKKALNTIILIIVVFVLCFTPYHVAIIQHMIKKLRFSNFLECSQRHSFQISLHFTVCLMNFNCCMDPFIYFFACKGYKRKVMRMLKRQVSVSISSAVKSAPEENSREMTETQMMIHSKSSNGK
* = called active by the depositor. Only part of the results is shown; count on the stated rates, not on these rows.

mol	CXCR6 block	EBI2 block
COc1ccc(-c2cncnc2N)cc1OC	-2.8	-8.6
Cc1ccc(-c2nc3ccc(Cl)cn3c2Cc2ccsc2)cc1	-3.2	-8.5
CC(=O)Nc1cncc(-c2ccccc2F)n1	-5.3	2.5
CC(=O)CC1c2ccccc2C=C(c2ccsc2)N1c1ccc(-c2cccs2)cc1 (stereo not given)	-17.6	4.0
O=S1(=O)CC(N2CCN(Cc3ccccc3F)CC2)CN1Cc1cn(Cc2ccc(Cl)cc2)nn1 (stereo not given)	-10.4	-5.2
COCCNC(=O)C1(C)CCN(C(=O)c2ccc(F)c(C)c2)C1 (stereo not given)	-1.7	-0.6
CC(=O)Nc1cccc(-c2ccnc3c2CC(C)(C(=O)Nc2ccc(F)c(Cl)c2)O3)c1 (stereo not given)	3.7	-0.8
Cc1ccc(Nc2n[nH]c(=S)s2)c(C)c1	-1.7	-16.8
COc1ccc(CN(C)CCCn2ccc(N)nc2=O)cc1OC	-6.9	-5.1
CCc1nc2c(OCC=C(C)C)cccn2c1N(C)C(=O)c1ccc(OC)cc1	-0.7	5.0
O=C1NC[C@H](CCCCN2CCN(CC3CCCCC3)C(=O)C2=O)N(CCc2ccccc2)C1=O	-4.5	3.1
CCCCN(C)c1c(C)nc2ccc(C(=O)NCc3ccc4c(c3)OCO4)cn12	-0.5	-5.0

mol	CXCR6 block	EBI2 block
COCCNc1ncnc2c1ncn2[C@H]1CN(CCc2ccccc2)C[C@@H](CO)O1	5.7	-2.5
COC(=O)[C@@]1(Cc2ccc(F)cc2)[C@H]2c3cc(C(=O)N4CCCC4)n(CCSCCO)c3C[C@H]2CN1C(=O)c1ccccc1	1.3	-6.2
CCCCN(C)c1c(C)nc2ccc(C(=O)NCCOc3ccc(OC)cc3)cn12	-3.8	38.8
Cc1ccc(F)cc1C(=O)N1CCCCC1c1cc(C(=O)Nc2cccc(C#N)c2)no1 (stereo not given)	5.9	10.2
CC(C)c1ccc(CN2CCC(n3nccc3NC(=O)C3CCCC3)CC2)cc1	1.3	-3.4
CC[C@H](C)[C@@H](COC=O)NC(=O)[C@H]1O[C@@H](n2ccc(N)nc2=O)[C@H](O)[C@@H]1O	-6.9	-4.7
O=c1cc(CN2CCN(c3ccccc3)CC2)c2ccccc2o1	-7.5	16.0
COc1ccc(-c2ccc3c(c2)c(Sc2ccccc2)c(-c2cc(OC)cc(OC)c2)n3C)cc1	5.3	2.5
COc1cc2c(cc1OC)C(c1c(Cl)cccc1Cl)=NCC2	-2.2	17.3
O=C(NN=Cc1ccc2c(c1)CCC2)c1ccccc1[N+](=O)[O-]	-11.3	3.8
CCS(=O)(=O)N1Cc2cc(C(=O)NCCOC)nc(-c3cccc(-c4ccncc4)c3)c2[C@H]1CCO	9.2	3.3
CCN(CC)Cc1nc2nc(Cl)c(Cl)nc2[nH]1	-1.1	-7.5

Gathered by group, those above containing an NH in an aromatic ring (2)
mol	CXCR6 block	EBI2 block
Cc1ccc(Nc2n[nH]c(=S)s2)c(C)c1	-1.7	-16.8
CCN(CC)Cc1nc2nc(Cl)c(Cl)nc2[nH]1	-1.1	-7.5

Following part:
mol	CXCR6 block	EBI2 block
C[C@@H]1CN([C@@H](C)CO)C(=O)CCCn2cc(nn2)CO[C@H]1CN(C)S(=O)(=O)c1ccc2c(c1)OCCCO2	-7.0	0.4
CCOc1ccc(-c2ccc(C3=CC(=O)C[C@H](c4ccc(F)cc4)C3)cc2)cc1	-5.2	-1.6
COc1ccc(CNC(=O)CC[C@H]2O[C@@H](n3cnc4c(NC(=O)c5ccccc5)ncnc43)[C@H](O)[C@@H]2O)cc1	-0.5	0.9
O=C(O)CC1(C(=O)O)CC2C=CC1C2 (stereo not given)	0.7	-0.4
COc1ccc(C(=O)N2CCC(C)(C(=O)O)C2)cc1OC (stereo not given)	-7.1	-13.2
COc1ccc(S(=O)(=O)N2CCC[C@H]2C(=O)N2CCC[C@H]2C(=O)NCc2ccccc2)cc1C	-6.9	-4.9
Cc1nc(-c2ccccc2)sc1C(=O)NS(=O)(=O)c1ccc(CN2CCN(c3ccccc3)CC2)cc1	4.0	-2.8
COc1ccc(CN2C(=O)c3ccccc3C2c2nnnn2C(C)C)cc1 (stereo not given)	5.9	-7.7
COCCN(C(=O)COC(=O)CCC1CCCCC1)c1c(N)n(Cc2ccccc2)c(=O)[nH]c1=O	1.3	0.1
CCOC(=O)C1CCCN(C(=O)c2cncc(Br)c2)CC1 (stereo not given)	-4.3	0.7
O=C(NC1CCCCC1)C1c2ccccc2OCC(=O)N1CC(F)(F)F (stereo not given)	-2.1	-3.3
N#Cc1ccc(C(=O)Nc2cc(S(=O)(=O)N3CCOCC3)ccc2N2CCOCC2)cc1	4.0	2.0

mol	CXCR6 block	EBI2 block
CCOC(=O)C1(C)CCCN(C(=O)c2cccc(C#N)c2)C1 (stereo not given)	-2.6	-13.7
CS(=O)(=O)N1CCCCC1c1cc(C(=O)NCc2ccccc2)no1 (stereo not given)	3.9	-11.5
COCCNc1nc(-c2cc(F)ccc2C)c2sc(-c3ccccc3)cc2n1	-6.1	20.1
CN(C)c1ccc(CN2CCC(C(=O)NC(c3ccc(Cl)cc3)c3cnccn3)CC2)cc1 (stereo not given)	9.5	-7.2
OC(c1ccc(Cl)c(F)c1)c1ncc(-c2ccccc2F)[nH]1 (stereo not given)	-0.5	0.2
COc1ccc(C(=O)c2[nH]c(N)c(C(=O)NCCc3c[nH]c4ccccc34)c2-c2ccc(Cl)cc2)cc1	2.6	-0.7
CCCC(=O)N1CCCC1(C)C(=O)Nc1cc(OC)c(OC)c(OC)c1 (stereo not given)	-5.0	1.6
C[C@@H]1CN([C@H](C)CO)C(=O)CCCn2cc(nn2)CO[C@H]1CN(C)S(=O)(=O)c1ccccc1	3.9	-4.4
CSc1cccc(NC(=O)C2CC(=O)N(c3ccc4c(c3)OCCO4)C2)c1 (stereo not given)	8.3	-5.0
CC(C)C(=O)N1CCC1(C)C(=O)Nc1ccccc1OC(F)F (stereo not given)	-3.3	-1.9
O=[N+]([O-])c1cccnc1Oc1cc(Cl)c(Cl)cc1Cl	6.8	8.2
CCC(=O)N1CCCC1(C)C(=O)Nc1cccc(Oc2ccccc2)c1 (stereo not given)	-4.8	-8.5

mol	CXCR6 block	EBI2 block
COc1ccc(NC(=O)C2(C)Cc3c(-c4cccc(C(N)=O)c4)ccnc3O2)cc1OC (stereo not given)	1.8	-0.1
C1C2CC3C1C3C2=NN=C1C2CC3C(C2)C13	-1.8	-14.9
CSc1ccc(CN2C(=O)C(C)Oc3c(C(C)=O)cccc32)cc1 (stereo not given)	1.5	7.5
CCC(C)C(CO)NC(=O)/C=C/[C@H]1O[C@@H](n2cnc3c(NC(=O)c4ccccc4)ncnc32)[C@H](O)[C@@H]1O (stereo not given in full)	-3.1	-10.0
CCCCCCN1CCN(C2CN(Cc3ccc(C)cc3)S(=O)(=O)C2)CC1 (stereo not given)	-7.4	0.2
Cc1ccc(S(=O)(=O)N2CCC(=O)N([C@H](CO)Cc3ccccc3)CC2)cc1	5.5	-6.4
CCN(CC)C(=O)c1cccc(-c2csc(C(C)(O)c3cccc(OC)c3)n2)c1 (stereo not given)	-10.3	-1.7
O=C(C[C@H]1C(=O)N(c2ccc(Br)cc2)C[C@@H]1Cc1ccccc1)Nc1ccccc1	4.0	5.4
Cc1ccc(-c2nc(NCCCN(C)C)c3ccccc3n2)cc1	-0.1	-3.2
CCOC(=O)[C@]12CCC=C1N(Cc1ccco1)C(=O)[C@H](CC(=O)NCc1ccc(OC)c(OC)c1)C2	2.3	1.9
CC(=O)Nc1ccc(NCCc2ccco2)cc1	-0.8	-12.9
CCN(CC(=O)Nc1ccc(NC(C)=O)cc1)C(=O)C1CC(=O)N(c2ccc3c(c2)OCCO3)C1 (stereo not given)	2.2	-1.9

mol	CXCR6 block	EBI2 block
CN1C=CC(=C[N+](=O)[O-])N(C)C1=O	-1.4	-2.3
COc1cc(Cl)ccc1OC1(C)CCN(Cc2ccccc2OC(F)F)C1 (stereo not given)	1.5	0.4
CC1(C(=O)NS(=O)(=O)c2cccc(F)c2)CCN1C(=O)Cc1cccs1 (stereo not given)	-1.0	-6.1
CC1=CC(=O)Nc2ncccc2O1	6.2	-10.2
CC(=O)OCc1ccc(C2=CC(=O)CC(C)(C)C2=O)cc1	-0.3	-4.4
CCc1nc2ccc(C(=O)Nc3cccc(NS(C)(=O)=O)c3)cn2c1N(C)Cc1nccn1C	3.7	1.0
FC(F)(F)c1cccc(N2CCCCC2)c1	-3.2	-15.2
Cc1cc(C(=O)N2CCCC(Nc3ccc(C)c(C)c3)C2)nc(C)n1 (stereo not given)	-3.4	-8.0
O=C(NC1CCCCC1)c1[nH]c(C(F)(F)F)nc1-c1ccccc1	-3.8	8.3
Fc1cccc(Cc2c(C3CCCCC3)nc3ccc(Br)cn23)c1	6.8	12.4
COc1ccccc1N1CCN(S(=O)(=O)CCNC(=O)C(C)Oc2ccccc2)CC1 (stereo not given)	1.6	-7.4
CCc1nc2c(OCC(=O)c3ccc(F)cc3)cccn2c1N(C)C(=O)C(C)C	-0.7	-4.4

mol	CXCR6 block	EBI2 block
COc1ccc(-c2noc(CCC(=O)Nc3cccc(C(=O)NC4CC4)c3)n2)cc1OC	0.9	-2.3
O=c1[nH]c2cc3ccccc3cc2nc1-c1nnnn1C1CCCC1	-8.7	6.3
O=C(CC[C@H]1O[C@@H](n2ccc(=O)[nH]c2=O)[C@H](O)[C@@H]1O)NCCCc1ccccc1	-3.2	-1.9
CC1=CC(Cc2ccccc2)N(C)C(C(N)=O)C1 (stereo not given)	-2.0	-12.8
CCOc1ccc2[nH]c(=S)sc2c1	-7.2	-15.6
COc1ccccc1CNc1nc(Nc2cccc(-c3cnco3)c2)c2sccc2n1	2.2	-29.2
CN1OC[C@@H]2CN[C@H](c3ccc(-c4ccc(C#N)cc4)cc3)C[C@@H]21	3.6	0.7
COCCNC(=O)C1(C)CCCN(Cc2cc(C(F)(F)F)ccc2Cl)C1 (stereo not given)	-1.2	6.4
COc1ccc(CNC(=O)c2ccc(-c3c(C)noc3C)c3ccoc23)cc1OC	-4.2	-4.5
C=CCN(CC=C)C(=O)C1c2ccccc2Oc2ccccc21	8.3	1.2
COc1cc(C(O)c2nc(-c3cc4ccccc4o3)cs2)ccc1F (stereo not given)	-11.2	-1.2
CC(=O)Nc1cccc(OCc2ccc([N+](=O)[O-])cc2)c1	6.9	-0.7

mol	CXCR6 block	EBI2 block
COc1ccc2c(c1)Cc1c-2cc(Br)c(N)c1Br	-6.3	-6.2
O=C(CN1CCN(S(=O)(=O)c2ccc3c(c2)OCCCO3)CC1)N1CCc2ccccc21	1.1	1.0
O=C(Nc1cccc2c1CCCC2)c1cc(C2CCCCN2C(=O)OCCF)on1 (stereo not given)	7.2	25.3
CCCC(=O)N1CCCC1(C)C(=O)Nc1ccc(-n2cncn2)cc1 (stereo not given)	-8.4	-8.0
CC(=O)Nc1cc(-c2cccc(N)c2)cn2c(-c3ccccc3)cnc12	2.4	13.1
CCOC1CCCc2oc(-c3ccsc3)c(-c3cnc(OC)nc3)c21 (stereo not given)	4.2	6.1
CCCNC(=O)C1(C)CCCN(Cc2ccc(Oc3ccccc3)cc2)C1 (stereo not given)	2.2	13.2
COc1ccc(-n2nnnc2C(c2ccccc2OC(F)(F)F)N2CCN(C/C=C/c3ccccc3)CC2)cc1 (stereo not given)	10.9	90.4*
CCN1C(=O)[C@H]2[C@@H](c3ccc(C)cc3)N[C@]3(CCCN(CCC(C)C)C3=O)[C@H]2C1=O	-4.2	-6.2
Nc1ccn([C@@H]2O[C@H](C(=O)N3CCN(c4ccc(Cl)cn4)CC3)[C@@H](O)[C@H]2O)c(=O)n1	-5.1	-3.9
Cc1ccc(-c2nc3c(C)cc(Br)cn3c2Cc2ccsc2)cc1	4.6	5.3
CCCCCc1ccc2cc(C#N)ccc2n1	-7.9	-10.7

mol	CXCR6 block	EBI2 block
CCS(=O)(=O)N1Cc2cc(C(=O)NCCOC)nc(-c3cccc(-c4ccncc4)c3)c2[C@@H]1CCO	-2.3	-7.3
CC(=O)c1nn(-c2ccccc2)c(=Nc2ccccc2)cc1C	22.5	7.6
O=C(COC(=O)/C=C/c1ccc(Cl)cc1)NCc1cccs1	-5.3	0.9
CCCCC[C@H](C)N1C[C@H](COCc2ccccc2)Oc2cc(N3CCC[C@H]3CO)ccc2S1(=O)=O	11.3	16.9
N#CC(=C1C=CC(=NO)C(Cl)=C1)c1ccccc1	33.0	14.9
C[C@@H]1c2ccccc2N2C[C@H](Cc3ccc(C(=O)c4ccccc4)cc3)C[C@@H]12	1.4	-4.2
Cc1cccc(C)c1NC(=O)C1c2ccccc2OCC(=O)N1CC(F)(F)F (stereo not given)	1.3	-3.7
O=c1[nH]c(=O)n(C2OC(CO)C(O)C2O)c2c1CCCC2 (stereo not given)	1.2	-5.8
CC1=C(C(=O)N2CCOCC2)CC(CC(=O)NCCN2CCOCC2)C(=O)N1Cc1ccc(F)cc1 (stereo not given)	6.1	-5.4
CC1(C)CC(Cc2ccc(Cl)nc2)N(C(=O)OC(C)(C)C)C1 (stereo not given)	6.1	2.9
CCCCCCn1c(=O)n2n(c1=O)[C@@H]1CN(S(=O)(=O)c3ccc(C)cc3)C[C@]1(O)[C@@H](OC(=O)NCc1ccc(OC)c(OC)c1)C2	-5.9	0.6
CCOc1cc(/C=N/NC(=O)c2nnn(-c3nonc3N)c2C)ccc1OCc1ccc(C)cc1	12.9	54.0*
C[C@@H]1CN([C@@H](C)CO)C(=O)CCCn2nncc2CO[C@@H]1CN(C)C(=O)NC1CCCCC1	-4.8	-9.4
